# Bioassay records deposited in PubChem BioAssay by several laboratories.
# MEKK2wt PB1 HTS: modulators of MEK5 binding to wildtype MEKK2, primary screen, biochemical, multiplex bead flow cytometry, Alexa488-MEK5; Alexa488-MEK5 binding to MEKK2 WT; actives lie on both sides; binding response (% of control), % at 10 µM; 1.1% of 290,000 active; AID 1531, 2009; in the data active = binding response below about 67% or above about 130%
# PHOSPHO1 block: PubChem AID 1565. inhibition, % at 13.3 µM. recombinant PHOSPHO1, absorbance phosphatase assay. Phosphoethanolamine/phosphocholine phosphatase (Homo sapiens), Q8TCT1. 1.1% of 290,000 active; in the data active = inhibition above about 60%
# Target sequence (Q8TCT1 whole entry, looked up): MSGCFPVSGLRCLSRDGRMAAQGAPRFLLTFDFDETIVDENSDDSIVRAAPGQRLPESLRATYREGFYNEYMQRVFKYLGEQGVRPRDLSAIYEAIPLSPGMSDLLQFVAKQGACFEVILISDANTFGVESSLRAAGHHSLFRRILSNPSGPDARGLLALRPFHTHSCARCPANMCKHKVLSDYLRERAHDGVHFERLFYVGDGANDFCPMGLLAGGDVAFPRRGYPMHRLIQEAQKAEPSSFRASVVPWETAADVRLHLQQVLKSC
# NALP1 inh: NALP1 inflammasome inhibitors in reconstituted yeast, colorimetric, S. cerevisiae, triplicate retest | 0.61% of 280,000 active | inhibition, % at 10 µM | AID 2071, 2009 | S. cerevisiae NALP1/ASC/caspase-1 growth, X-gal OD620, 72 h; in the data active = inhibition mostly above about 24%, no sharp cut-off; inactive = mostly below about 32%; note: some compounds called inactive have numbers as strong as hits
# OXTR ag: human OXTR agonists, primary screen, fluorescence, CHO-OTR cells, Fluo-8 calcium | Oxytocin receptor (Homo sapiens), P30559 | AID 2435, 2010 | activation, % at 3 µM | 0.32% of 320,000 active | Fluo-8 calcium fluorescence; normalized: DMSO 0%, oxytocin 100%;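 active = activation above the mean of all tested compounds plus 3 SD, cutoff set per screening run, cut at about 20% in these data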;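 note: peak over basal fluorescence ratio from a 100 s FLIPR kinetic read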
# MEKK2mut PB1 HTS: MEK5 binding signal on mutant MEKK2 PB1, primary screen, biochemical, multiplex bead flow cytometry, Alexa488-MEK5; percent response, % at 10 µM; 0.35% of 290,000 active; Alexa488-MEK5 binding to MEKK2 mutant; AID 1530, 2009; in the data active = percent response above about 24%, passing the limit was not always enough; note: inactives centre near 1; some results filed as inactive read as strong as hits; reference of the scale not given here
# GalR3 antag: GalR3 antagonists in HEK293 cells, primary screen, cell-based, fluorescence readout | Galanin receptor type 3 (Homo sapiens), O60755 | HEK293 GalR3-CNG cAMP membrane potential fluorescence; galR3 body fused to GalR1 C-terminus | inhibition, % at 3 µM | 0.44% of 360,000 active;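 active = inhibition above the screen-wide average plus 3 SD, cut at about 13% in these data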;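 note: forskolin and galanin both at EC90 stimulate the cells; cAMP rise reported by CNG channel membrane potential dye signal; 0% = forskolin plus galanin with DMSO and 100% = forskolin alone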
# Target sequence (O60755 1-299 limits assumed): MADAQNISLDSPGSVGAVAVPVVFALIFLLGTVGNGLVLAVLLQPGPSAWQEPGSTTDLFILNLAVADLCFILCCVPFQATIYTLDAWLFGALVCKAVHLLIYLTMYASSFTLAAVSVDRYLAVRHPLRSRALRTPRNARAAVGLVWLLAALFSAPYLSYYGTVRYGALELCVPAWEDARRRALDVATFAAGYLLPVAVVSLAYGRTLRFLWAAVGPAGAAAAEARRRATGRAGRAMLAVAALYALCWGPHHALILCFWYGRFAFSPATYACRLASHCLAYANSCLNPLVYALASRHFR
# V1aR counter: agonists of human V1a receptor, primary screen, counter-screen for OXTR agonist project, fluorescence, CHO-V1R cells; 0.25% of 320,000 active; AID 2797, 2010; Fluo-8 calcium fluorescence, agonist mode; 0% DMSO, 100% 3 nM vasopressin; activation, % at 3 µM; Vasopressin V1a receptor (Homo sapiens), P37288;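 active = activation above the mean activation of all tested compounds plus 3 SD, per screening run, cut at about 20% in these data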;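 note: signal is peak over basal fluorescence ratio across a 100 second FLIPR read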
# MEKK3 PB1 HTS: modulators of MEKK3-MEK5 PB1 binding, primary screen, biochemical, wildtype MEKK3, multiplex bead flow cytometry, Alexa488-MEK5. Mitogen-activated protein kinase kinase kinase 3 (Homo sapiens), Q99759. bead-based flow cytometry, Alexa488-MEK5 binding to MEKK3; actives lie on both sides; 0 = blocked by unlabeled MEK5, 100 = vehicle. binding response (% of control), % at 10 µM. 1.4% of 290,000 active;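 active = binding response more than 3 SD above or below the average of its plate-row segment, actives on both sides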;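 note: Alexa488 bead fluorescence after subtracting the streptavidin-only scavenger bead signal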
# GPR7 antag: GPR7 receptor antagonists, primary screen, cell-based, fluorescence, single concentration. Neuropeptides B/W receptor type 1 (Homo sapiens), P48145. GPR7-expressing cells, fluorescence antagonist assay. inhibition, % at 4.4 µM. 1.1% of 290,000 active; in the data active = inhibition above about 16%, passing the limit was not always enough;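 note: cells stimulated with the agonist NPW; 0% = agonist with vehicle and 100% = vehicle without agonist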
# Target sequence (P48145 whole entry, looked up): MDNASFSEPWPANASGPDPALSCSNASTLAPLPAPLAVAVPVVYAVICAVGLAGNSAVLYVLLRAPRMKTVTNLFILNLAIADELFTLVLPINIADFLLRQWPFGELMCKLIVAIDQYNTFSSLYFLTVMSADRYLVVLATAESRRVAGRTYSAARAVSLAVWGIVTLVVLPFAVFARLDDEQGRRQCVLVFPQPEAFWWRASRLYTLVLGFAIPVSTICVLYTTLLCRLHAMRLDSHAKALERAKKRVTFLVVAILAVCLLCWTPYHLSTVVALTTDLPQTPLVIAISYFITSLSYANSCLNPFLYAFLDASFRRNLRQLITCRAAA
# Numbers without * were called inactive; . = no result given; [ ] = dose if it differs, or a comment.
SMILES,MEKK2wt PB1 HTS,PHOSPHO1 block,NALP1 inh,OXTR ag,MEKK2mut PB1 HTS,GalR3 antag,V1aR counter,MEKK3 PB1 HTS,GPR7 antag
CC(=O)c1cccc(NC(=O)CSC(=O)c2ccccc2)c1,100.0,-11.4,31.9,2.5,10.0,-4.4,1.4,99.0,1.9
CN(CC(=O)N1CCN(C2CCCCC2)CC1)S(=O)(=O)c1cccc2nsnc12,97.0,5.5,7.9,1.5,-3.0,-5.8,-0.4,101.0,-11.4
Cc1ccc(NC(=O)C2CCCN2C(=O)OCc2ccccc2)cc1C (configuration not stated),106.0,22.6,-7.2,-1.4,5.0,-0.3,0.2,99.0,-12.6
C=CCN(CC=C)C(=O)c1ccc(OC2CCN(C(C)=O)CC2)c(OC)c1,108.0,.,-20.8,1.0,9.0,-3.2,1.4,111.0,-8.5
CCCN(CCC)CCNC(=O)C1CCN(Cc2nc(-c3ccc(Cl)cc3)oc2C)CC1,125.0,25.7,-21.0,0.5,5.0,-7.9,0.1,103.0,-4.8
Cc1cc(NS(=O)(=O)c2ccc(NC(=O)COc3ccccc3C(C)C)cc2)no1,99.0,-6.0,33.3,0.3,-7.0,1.5,-0.4,96.0,-20.9
CC(C(=O)N=Nc1c(O)[nH]c2ccccc12)n1cnc2ccccc2c1=O (configuration not stated),97.0,7.1,13.9,-2.2,0.0,1.4,-0.4,98.0,-5.4
Cc1ccc2occ(/C=N/NC(=O)c3ccc(Cl)cc3)c(=O)c2c1,108.0,23.8,6.2,0.1,11.0,-3.6,0.3,107.0,7.7
Cc1ccc(NC(=O)CCCC(=O)OC(C)C(=O)c2ccccc2)cc1 (configuration not stated),110.0,49.2,-5.0,-1.5,6.0,-9.8,1.4,106.0,-3.9
CN1CCN(S(=O)(=O)c2cccc(C(=O)Nc3cccc(S(N)(=O)=O)c3)c2)CC1,96.0,34.8,24.7,0.8,-6.0,-5.1,1.1,97.0,8.0
Cc1ccc2cc(S(=O)(=O)NCCCC(=O)O)ccc2c1,101.0,26.1,16.3,-0.5,-2.0,-2.4,-0.1,94.0,-13.4
COc1ccc(-c2nc(S(=O)(=O)c3ccc(C)cc3)c(N3CCCC3)o2)cc1,90.0,40.8,-7.5,0.1,-7.0,-1.2,0.0,94.0,-6.6
Cc1c(Br)c(C(=O)NCc2cc3cc(Cl)ccc3[nH]2)nn1C,98.0,-15.4,32.8,2.8,-1.0,-5.2,2.7,95.0,5.2
O=C(N/C=C/c1ccc(Cl)cc1)NCc1ccc(Cl)cc1,106.0,30.0,-6.9,-0.7,6.0,0.7,-0.3,105.0,10.2
O=C(O)Cn1ccnc1,.,12.6,-2.9,1.2,.,-1.4,2.5,.,-0.1
COc1cccc(C(=O)N(Cc2cc3cc(C)ccc3[nH]c2=O)CC2CCCO2)c1 (configuration not stated),101.0,20.1,-3.9,-1.3,0.0,-1.5,-0.7,103.0,2.2
O=C(NNC(=S)NC1CCCCC1)c1ccc(Cl)s1,104.0,-101.9,-33.1,2.9,5.0,-4.0,7.2,99.0,-1.5
CCC1(c2ccc(F)cc2)NC(=O)N(CC(=O)Nc2ccc(C)c(S(=O)(=O)N3CCOCC3)c2)C1=O (configuration not stated),96.0,16.6,3.9,0.5,-2.0,-5.5,0.0,101.0,8.8
COc1ccc(C2=C(Nc3ccc(C)cc3)c3ccccc3C2=O)cc1,98.0,-12.0,19.3,-3.5,-2.0,-0.6,-1.5,100.0,-8.8
COc1ccc(F)cc1S(=O)(=O)NCc1ccccc1,93.0,-1.5,19.7,0.6,0.0,-4.5,0.8,72.0*[inhibitor],7.8
CCOC(=O)c1c(C(=O)OCC)c(C)n(N2C(=O)CSC2=S)c1C,96.0,5.0,22.6,0.2,-3.0,-0.8,-0.3,91.0,-9.5
O=C(NCc1ccc(F)c(F)c1)C1CCC(=O)N(CC2CCCCC2)C1 (configuration not stated),106.0,-34.0,8.9,-0.9,7.0,-1.8,1.8,100.0,15.2
C[C@H](NS(=O)(=O)c1ccc(Cl)cc1)C(=O)OCC(=O)c1ccc[nH]1,109.0,38.3,.,4.4,8.0,-4.9,0.6,104.0,-0.1
CCOC(=O)c1cc2c(C)n(-c3ccc(C)cc3)c(C)c2ccc1=O,81.0,46.5,1.4,11.5,-12.0,-7.0,8.8,84.0,-10.4
Cc1ncsc1CCOC(=O)c1cccnc1,101.0,14.1,8.9,0.6,0.0,4.9,-0.1,100.0,-12.1

# MEKK3 PB1 HTS: entries above that show a hit
structure	MEKK2wt PB1 HTS	PHOSPHO1 block	NALP1 inh	MEKK2mut PB1 HTS	GalR3 antag	MEKK3 PB1 HTS	GPR7 antag
COc1ccc(F)cc1S(=O)(=O)NCc1ccccc1	93.0	-1.5	19.7	0.0	-4.5	72.0*[inhibitor]	7.8

# Compound profiles, from the list above:
# Listed for `COc1ccc(C2=C(Nc3ccc(C)cc3)c3ccccc3C2=O)cc1` → MEKK2wt PB1 HTS: 98.0; PHOSPHO1 block: -12.0; NALP1 inh: 19.3; OXTR ag: -3.5; MEKK2mut PB1 HTS: -2.0; GalR3 antag: -0.6; V1aR counter: -1.5; MEKK3 PB1 HTS: 100.0; GPR7 antag: -8.8
# Listed for `Cc1ccc2cc(S(=O)(=O)NCCCC(=O)O)ccc2c1` → MEKK2wt PB1 HTS: 101.0; PHOSPHO1 block: 26.1; NALP1 inh: 16.3; OXTR ag: -0.5; MEKK2mut PB1 HTS: -2.0; GalR3 antag: -2.4; V1aR counter: -0.1; MEKK3 PB1 HTS: 94.0; GPR7 antag: -13.4

# Remaining list, next part:
SMILES,MEKK2wt PB1 HTS,PHOSPHO1 block,NALP1 inh,OXTR ag,MEKK2mut PB1 HTS,GalR3 antag,V1aR counter,MEKK3 PB1 HTS,GPR7 antag
COc1cccc(-n2nc(C(=O)N3CC(C)CC(C)C3)c3ccccc3c2=O)c1 (configuration not stated),103.0,0.5,0.8,-1.5,4.0,1.3,-1.8,106.0,-6.8
O=C(Nc1ccccc1-c1ccccc1)c1cccc(C(F)(F)F)c1,93.0,1.1,21.4,-2.0,2.0,-1.5,-0.3,94.0,-6.9
Cc1nn(-c2ccccc2)c(Cl)c1C(=O)OCC(=O)NCCc1ccccc1,88.0,36.0,17.3,.,-9.0,-2.3,.,90.0,-5.9
CCCCNC(=O)C1CCN(Cc2ccc(OCc3ccccc3)c(OC)c2)CC1,114.0,33.9,8.1,-0.1,10.0,-9.2,0.5,100.0,-1.2
CCOC(=O)c1c(NC(=O)c2cc3n(n2)C(C(F)(F)F)CC(c2cccs2)N3)sc(C)c1C (configuration not stated),94.0,-3.8,18.7,-1.0,6.0,-0.8,-0.2,97.0,-5.9
CCCOC(=O)C1=C(C)N(C)C(=O)NC1c1cc2c(cc1[N+](=O)[O-])OCO2 (configuration not stated),93.0,-19.7,0.8,-1.0,-7.0,-5.8,0.2,95.0,-7.8
CCn1cc(C(=O)NCCCOC(C)C)c(=O)c2cc(S(=O)(=O)N3CCC(C)CC3)ccc21,101.0,14.4,13.9,-1.6,3.0,2.7,0.6,102.0,-2.1
O=C(c1cccn2c(=O)c3ccccc3nc12)N1CCN(c2ccccn2)CC1,98.0,10.6,32.2,-0.5,-5.0,-5.3,-0.4,95.0,-5.3
CN(C)Cc1c(O)c(Cl)cc2c3c(c(=O)oc12)CCCC3,101.0,9.1,9.3,0.3,17.0,-2.8,0.1,102.0,4.4
O=C(NC1=NCCS1)c1sc2ccccc2c1Cl,106.0,38.7,29.0,1.3,8.0,-1.1,-0.1,110.0,6.5
Cc1ccc(C(=O)COC(=O)CCc2ccc(S(=O)(=O)N3CCCCC3)cc2)cc1,105.0,11.6,36.3,-0.4,3.0,-8.7,0.7,98.0,4.0
CCOc1ccc(-c2c(C(=O)N/N=C/c3c[nH]c4ccccc34)nnn2-c2nonc2N)cc1,93.0,34.4,19.4,0.2,-11.0,-8.2,3.6,95.0,8.2
Cc1ccc(C(C(=O)NC(C)(C)C)N(Cc2ccc3c(c2)OCO3)C(=O)c2ccc(CN3CCOCC3)o2)o1 (configuration not stated),91.0,-9.0,10.0,-0.3,-4.0,-4.2,-0.3,86.0,-11.8
Cc1ccnc(SCC(=O)N2CCN(c3ccccc3)CC2)n1,99.0,11.3,1.3,1.4,3.0,-3.5,0.1,88.0,-9.0
CC(C)Sc1nc2ccccc2c(=O)[nH]1,104.0,10.4,-5.8,-1.5,-5.0,-4.9,-0.5,103.0,8.9
COc1ccc(C(=O)Nc2cc(OC)c(Cl)cc2OC)cc1,112.0,19.9,1.7,-3.0,-1.0,-5.6,-0.9,116.0,0.4
Cc1cc(C)n(-c2nc(SCC(=O)N3CCCC3)c3c4c(sc3n2)CCCC4)n1,101.0,35.2,27.4,-1.4,0.0,-1.4,-0.7,98.0,-5.6
Cc1cccc(CNS(=O)(=O)c2csc(C(N)=O)c2)c1,98.0,14.6,-10.0,-0.2,2.0,-3.5,1.0,97.0,4.7
COC(=O)C1(C(F)(F)F)N=C2Sc3ccccc3N2C(N2CCOCC2)=N1 (configuration not stated),112.0,-14.1,41.2,-1.0,4.0,.,0.7,110.0,-2.2
CC(O)c1cccc(NC(=O)C2CCCCC2)c1 (configuration not stated),93.0,-15.8,3.6,0.2,-6.0,-6.3,-0.2,98.0,-8.0
S=C(NCCCc1ccccc1)NCc1ccccc1,101.0,56.2,-4.6,.,2.0,-2.5,.,101.0,-7.1
Cc1nn(Cc2noc(C(=O)NCc3ccccn3)n2)c(C)c1Br,100.0,54.1,4.5,0.9,2.0,-2.8,0.9,102.0,-0.1
CCOC(=O)c1nc(C)sc1-c1ccnn1S(=O)(=O)c1ccccc1C(F)(F)F,82.0,20.3,3.8,-2.6,-5.0,1.2,-0.3,95.0,-5.1
CCOC(=O)C1C(c2ccccc2)N(C)OC1(O)C(F)(F)F (configuration not stated),94.0,24.1,-1.1,0.0,-4.0,-3.9,0.3,99.0,3.4
CN(C(=O)c1ccccc1)c1nc2ccccc2s1,104.0,8.6,9.1,-2.4,4.0,-1.3,3.4,106.0,0.0

# (cont.)
SMILES,MEKK2wt PB1 HTS,PHOSPHO1 block,NALP1 inh,OXTR ag,MEKK2mut PB1 HTS,GalR3 antag,V1aR counter,MEKK3 PB1 HTS,GPR7 antag
CC1CCN(S(=O)(=O)c2ccc3c(c2)N(CC(=O)NCCCN2CCCCC2C)C(=O)CS3)CC1 (configuration not stated),116.0,46.9,19.8,-0.8,10.0,-8.8,1.2,106.0,-9.6
CCCCCCn1nc(C(=O)OCC(=O)c2c(N)n(C)c(=O)n(C)c2=O)c2ccccc2c1=O,93.0,60.9*,18.1,2.1,-7.0,-3.5,2.4,97.0,4.7
O=C(N/C=C/c1ccco1)Nc1cccc(Cl)c1,22.0*,25.4,3.7,-0.3,45.0,-5.2,2.4,127.0,-8.9
Cc1cc([N+](=O)[O-])nn1CC(=O)Nc1ccc(Cc2ccncc2)cc1,91.0,-0.3,29.1,1.1,-6.0,-4.1,1.6,85.0,2.5
Cc1cccc(OCC(=O)NCCNC(=O)c2ccncc2)c1,98.0,39.1,-3.8,0.6,0.0,-8.1,1.5,101.0,-12.4
Cc1ccc(OCc2nnc(SCC(=O)N3CCc4ccccc43)n2C)cc1,95.0,.,.,-0.2,-7.0,-3.2,-0.1,94.0,0.7
